High-throughput results from PubChem.
CXXC DNA block: qHTS Fluorescence Polarization Assay for Inhibitors of MLL CXXC domain - DNA interaction; AID 2662, 2010; Potency, µM (doses to about 115 µM), for the others: at the top dose activity change, negative = inhibition, actives largely listed as inhibitors; MLL-CXXC / FITC-HOXA9 DNA fluorescence polarization; Histone-lysine N-methyltransferase 2A (Homo sapiens), Q03164; hit rate 0.037% among 290,000; active = well fitted inhibition curve with a large enough effect in the polarisation, with a control signal flat, not every such curve was filed as active; inconclusive = small, poorly fitted or top-dose-only effect, or effect the other way, or a change in a side signal; inactive = no such curve, though single readings can be large or run the other way; the % refers to the polarisation
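Steps: dispense CXXC domain solution (7 uM) → pin compounds or unlabeled HOX-A9 DNA control → 5 min ambient → add FLSN-HOX-A9 solution (50 nM) → spin → 30 min ambient → fluorescence polarization. Tris pH 7.5/NaCl/DTT/BSA buffer.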
FLuc modulator: qHTS profiling assay for firefly luciferase inhibitor/activator using purifed enzyme and Km concentrations of substrates (counterscreen for miR-21 project); Luciferin 4-monooxygenase (Photinus pyralis), P08659; purified FLuc, Km substrates, luminescence inhibition; Potency, µM (doses to about 57.5 µM), for the others: at the highest dose activity change, negative = inhibition, most hits filed as inhibitors; hit rate 6.9% among 360,000; AID 588342, 2011;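 note: plate controls were vehicle for no effect and reference inhibitor for full effect; nearly all actives have a fitted effect of over 55% in size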
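Purified P. pyralis luciferase (10nM final) with 10uM D-luciferin and 10uM ATP (Km levels) in 50mM Tris acetate pH 7.5, 10mM Mg acetate, 0.01% Tween-20, 0.05% BSA; qHTS 6-point titration, ~60 µM downward; luminescence read.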
p53 reactivator: qHTS assay for re-activators of p53 using a Luc reporter; H1299 p53-A138V BP100-luciferase reporter, luminescence, 24 h; Potency, µM (highest dose often 92.2 µM), for the others: at the top dose activity change, positive = activation, actives largely listed as activators; hit rate 0.063% among 320,000; note: % of control where 0% means no effect; nearly all actives have a fitted effect of over 45% in size
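p53-null H1299 cells stably carrying temperature-sensitive p53-A138V and a BP100-luciferase reporter were pinned with compounds (4-point, 1:5 series) and held 24 hrs at 37 deg C. Luminescence was read 10 min after detection reagent.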
Rab9 prom act: qHTS Assay for Rab9 Promoter Activators; Potency, µM (doses to about 9.22 µM), inactives show at the highest dose activation, negative = inhibition, actives largely listed as activators; hit rate 2.8% among 320,000; Huh7 Rab9 promoter-luciferase reporter, luminescence, 24 h; note: % of control where 0% means no effect; nearly all actives have a fitted effect of over 60% in size
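Huh7 reporter line, Rab9 promoter upstream of luciferase. Compound exposure 24 h at 37 °C in reduced-serum medium with 10% FBS. Read-out: luminescence.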
VP16 counter: VP16 counterscreen qHTS for inhibitors of ROR gamma transcriptional activity | Potency, µM (series often up to 53.6 µM), for inactives: at the top dose activity, negative = inhibition, actives largely listed as inhibitors | hit rate 3.5% among 310,000 | Drosophila S2 Gal4-VP16 UAS-luciferase, luminescence, 20 h;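 note: Gal4-VP16 expression switched on by copper sulfate through the metallothionein promoter; % is set by controls: 0 for no effect and ±100 for the full control effect; nearly all actives have a fitted effect of over 50% in size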
BRCA1 expr up: qHTS Assay to Identify Small Molecule Activators of BRCA1 Expression; MCF7-BRCA1-FFLuc reporter, luminescence, 48 h; response scale: scaled: vehicle 0%, 10 µM genistein 100%; Potency, µM (titrated, usually from 46.1 µM), for inactives: at the highest dose activation, usual class: activators; hit rate 1.1% among 380,000; note: nearly all actives have a fitted effect of over 80% in size; some results filed as inactive show a strong effect at the top dose
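MCF7-BRCA1-FFLuc cells, 2000/well in phenol-red-free MEM, attached 2 h then treated 48 h at 37 C. Luciferase luminescence read 15 min after reagent; normalized to genistein maximum activation (10microM) and DMSO, concentration-response fitted.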
RORgamma inh: qHTS for inhibitors of ROR gamma transcriptional activity; AID 2551, 2010; hit rate 5.4% among 310,000; Potency, µM (series often up to 53.6 µM), inactives show top-dose activity change, negative = inhibition, hits mostly inhibitors; Drosophila S2 Gal4-RORgamma UAS-luciferase reporter, 20 h; note: % is set by controls: 0 for no effect and ±100 for the full control effect; nearly all actives have a fitted effect of over 60% in size
Target sequence (P51450 whole entry, looked up, the tested form may be a part): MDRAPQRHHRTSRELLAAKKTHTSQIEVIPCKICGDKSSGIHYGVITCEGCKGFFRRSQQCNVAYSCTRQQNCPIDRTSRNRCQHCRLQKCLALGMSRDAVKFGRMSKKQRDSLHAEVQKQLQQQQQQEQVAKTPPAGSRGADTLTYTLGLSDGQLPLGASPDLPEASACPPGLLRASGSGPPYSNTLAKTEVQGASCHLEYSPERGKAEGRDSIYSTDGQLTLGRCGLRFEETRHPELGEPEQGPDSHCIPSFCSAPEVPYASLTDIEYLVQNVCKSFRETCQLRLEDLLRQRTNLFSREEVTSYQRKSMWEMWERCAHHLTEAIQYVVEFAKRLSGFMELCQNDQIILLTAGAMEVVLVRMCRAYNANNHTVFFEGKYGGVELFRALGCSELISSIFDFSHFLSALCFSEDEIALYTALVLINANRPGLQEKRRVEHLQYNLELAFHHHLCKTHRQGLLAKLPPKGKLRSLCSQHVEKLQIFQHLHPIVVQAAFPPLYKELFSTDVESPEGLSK
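Using a luciferase readout, inhibitors were identified by reduced reporter activity in Drosophila cells coexpressing a copper-inducible Gal4–ROR gamma fusion and UAS-driven Photinus luciferase, incubated 20 hr after 700 uM copper sulfate.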
MBNL1 CUG block: qHTS Assay for Inhibitors of MBNL1-poly(CUG) RNA binding; Muscleblind-like protein 1 (Homo sapiens), Q9NR56; TR-FRET MBNL1-His/biotin-(CUG)12 binding, 665/545 ratio; Potency, µM (top dose mostly 57.5 µM), inactives show at the top dose activity change, negative = inhibition, hits mostly inhibitors; hit rate 0.036% among 280,000; AID 2675, 2010; active = well fitted inhibition curve with a large enough effect in the signal ratio, with a control signal flat, not every such curve was filed as active; inconclusive = small, poorly fitted or top-dose-only effect, or effect the other way, or a change in a side signal; inactive = no such curve, though single readings can be large or run the other way; the % refers to the signal ratio; note: % is set by controls: 0 for no effect and ±100 for the full control effect
Target sequence (Q9NR56 whole entry, looked up): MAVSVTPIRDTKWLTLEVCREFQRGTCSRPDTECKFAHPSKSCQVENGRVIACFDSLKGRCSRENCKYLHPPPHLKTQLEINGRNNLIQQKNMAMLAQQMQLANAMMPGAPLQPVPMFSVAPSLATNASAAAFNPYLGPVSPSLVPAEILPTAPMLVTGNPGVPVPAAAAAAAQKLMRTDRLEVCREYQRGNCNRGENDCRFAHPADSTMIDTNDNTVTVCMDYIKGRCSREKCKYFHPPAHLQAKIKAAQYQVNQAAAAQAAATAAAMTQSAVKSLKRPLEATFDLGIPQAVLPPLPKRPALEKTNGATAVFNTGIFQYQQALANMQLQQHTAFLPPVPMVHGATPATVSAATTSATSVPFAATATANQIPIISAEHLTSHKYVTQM
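Inhibition of protein-RNA binding appears as loss of TR-FRET between terbium anti-His antibody on MBNL1-His and streptavidin-XL665 on biotin-(CUG)12. Activity is normalized to buffer-only and uninhibited-complex controls.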
uPA generation: qHTS for Inhibitors of Cell Surface uPA Generation; cell surface uPA generation assay, qHTS; Potency, µM (top dose mostly 38.3 µM), for inactives: at the highest dose activity change, negative = inhibition, usual class: inhibitors; hit rate 0.31% among 330,000; AID 540303, 2011; active = well fitted inhibition curve with a large enough effect; inconclusive = small, poorly fitted or top-dose-only effect; inactive = no such curve, though single readings can be large or run the other way; tested in mouse RAW 264.7 cells; note: % is set by controls: 0 for no effect and ±100 for the full control effect; nearly all actives have a fitted effect of over 55% in size
ELG1 genotoxic: qHTS screen for small molecules that induce genotoxicity in human embryonic kidney (HEK293T) cells expressing luciferase-tagged ELG1. HEK293T ELG1-luciferase reporter, luminescence, 16 h. Potency, µM (highest dose often 46 µM), for the others: at the highest dose activity change, positive = activation, actives largely listed as activators. hit rate 1.3% among 330,000. AID 504466, 2011; note: % of control where 0% means no effect; nearly all actives have a fitted effect of over 60% in size
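Luminescence read-out: rising ELG1-luciferase signal, reflecting elevated ELG1 protein under genetic stress, flags genotoxic compounds. Cells were treated for 16 hr at 37 °C before ONE-Glo detection.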
NPC1 prom act: qHTS Assay for NPC1 Promoter Activators. AID 485313, 2010. Potency, µM (top dose mostly 9.22 µM), without a hit: at the top dose activation, hits mostly activators. hit rate 2.4% among 320,000. Huh7 NPC1 promoter luciferase reporter, 24 h;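 note: % of control where 0% means no effect; nearly all actives have a fitted effect of over 60% in size; reporter is driven by a mutant NPC1 promoter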
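Huh7 cells stably carrying NPC1 promoter–luciferase, plated in Opti-MEM with 10% FBS for 2 h, were exposed to compound in DMSO for 24 h at 37 °C; luciferase reagent was added for 10 min and luminescence read.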
An asterisk follows results filed as active; [ ] = dose if it differs, or a comment. Unless noted, calls come from the whole dose curve; as a rule, active = well fitted curve in the direction sought with a large enough effect; inconclusive = small, poorly fitted or top-dose-only effect, or another doubt; inactive = no such curve, though single readings can be large; an effect the other way counts as inactive or inconclusive. Potency is the fitted concentration of half-maximal effect.

Screening CC(C)c1ccc(OCC(=O)N2CCc3ccccc3C2)cc1 returned CXXC DNA block 23%, FLuc modulator inconclusive, Rab9 prom act -1%, VP16 counter -3%, BRCA1 expr up 7%, RORgamma inh 29%, MBNL1 CUG block 0%, uPA generation -10%, ELG1 genotoxic 6% and NPC1 prom act 0%.
`[O-][n+]1ccccc1SC/C=C/c1ccccc1` gave CXXC DNA block -2%, FLuc modulator -3%, p53 reactivator 2%, Rab9 prom act inconclusive, VP16 counter -2%, BRCA1 expr up inconclusive, RORgamma inh 35%, MBNL1 CUG block -4%, uPA generation 0%, ELG1 genotoxic 13% and NPC1 prom act 13%.
For Cc1c(C)c2cc(Cl)c(O)c(CN3CCCCC3)c2oc1=O the results were CXXC DNA block -11%, FLuc modulator 0%, p53 reactivator -1%, Rab9 prom act -1%, VP16 counter -2%, BRCA1 expr up -30%, RORgamma inh 7%, MBNL1 CUG block 19%, uPA generation 3%, ELG1 genotoxic 2% and NPC1 prom act 0%.
COc1ccc(C(=O)CN2C(=O)NC3(CCCc4ccccc43)C2=O)cc1OC (configuration not stated) was read as CXXC DNA block 7%, FLuc modulator 0%, p53 reactivator -12%, Rab9 prom act 0%, VP16 counter -2%, BRCA1 expr up 0%, RORgamma inh inconclusive, MBNL1 CUG block -3%, uPA generation 6%, ELG1 genotoxic 4% and NPC1 prom act -3%.
`CCOC(=O)N1CCN(C(=O)COc2cc(C)c(Cl)c(C)c2)CC1` gave CXXC DNA block -11%, FLuc modulator -3%, p53 reactivator 0%, Rab9 prom act -11%, VP16 counter -15%, BRCA1 expr up 0%, RORgamma inh 1%, MBNL1 CUG block -4%, uPA generation -4%, ELG1 genotoxic -3% and NPC1 prom act -1%.
For COc1ccc(/C=C/C(=O)Nc2nc(N)n(-c3ccccc3)n2)cc1 the results were CXXC DNA block 4%, FLuc modulator inconclusive, p53 reactivator 10%, Rab9 prom act 2%, VP16 counter -15%, BRCA1 expr up -19%, RORgamma inh -42%, MBNL1 CUG block 1%, uPA generation -2%, ELG1 genotoxic 2% and NPC1 prom act 0%.
For N#Cc1ccc(C(=O)OCC(=O)Nc2ccc(S(N)(=O)=O)cc2)cc1 the results were CXXC DNA block 1%, FLuc modulator 3%, p53 reactivator -3%, Rab9 prom act -5%, VP16 counter -11%, BRCA1 expr up -9%, RORgamma inh -9%, MBNL1 CUG block 3%, uPA generation 1%, ELG1 genotoxic 0% and NPC1 prom act -6%.
For COC(=O)CCCC(=O)N1CCC(n2nccc2NC(=O)CCOc2ccccc2)CC1 the results were CXXC DNA block -4%, FLuc modulator -1%, p53 reactivator -8%, Rab9 prom act 25%, VP16 counter 0%, BRCA1 expr up -2%, RORgamma inh 11%, MBNL1 CUG block 1%, uPA generation -2%, ELG1 genotoxic -3% and NPC1 prom act -4%.
For COc1ccc(S(=O)(=O)N2CCC(CN3C(=O)c4cccc5cccc(c45)C3=O)CC2)cc1 the results were CXXC DNA block inconclusive, FLuc modulator 1%, p53 reactivator -10%, Rab9 prom act -1%, VP16 counter -12%, BRCA1 expr up -24%, RORgamma inh -3%, uPA generation 0%, ELG1 genotoxic 2% and NPC1 prom act -1%.
`Nc1ncnc(Nc2cc(C(F)(F)F)cc(C(F)(F)F)c2)n1` gave CXXC DNA block -3%, FLuc modulator -2%, p53 reactivator 1%, Rab9 prom act -1%, VP16 counter 5%, BRCA1 expr up -2%, RORgamma inh 32%, MBNL1 CUG block 0%, uPA generation 21%, ELG1 genotoxic 4% and NPC1 prom act -3%.
CCOc1ccc(N2C(=O)CC(NCC#N)C2=O)cc1 (configuration not stated) was read as CXXC DNA block -1%, FLuc modulator -12%, p53 reactivator -9%, Rab9 prom act 3%, VP16 counter inconclusive, BRCA1 expr up 3%, RORgamma inh inconclusive, MBNL1 CUG block -10%, uPA generation 4%, ELG1 genotoxic 0% and NPC1 prom act -11%.
For Nc1nc(CN2CCCCCC2)nc(Nc2ccc(F)cc2)n1 the results were CXXC DNA block 7%, FLuc modulator 5%, p53 reactivator 0%, Rab9 prom act -4%, VP16 counter -1%, BRCA1 expr up -18%, RORgamma inh inconclusive, MBNL1 CUG block -17%, uPA generation 1%, ELG1 genotoxic 2% and NPC1 prom act -2%.
For O=C(NCC(=O)N(c1ccc(F)cc1)C(C(=O)NC1CCCCC1)c1cccnc1)c1ccco1 (configuration not stated) the results were CXXC DNA block 6%, FLuc modulator 0%, p53 reactivator -1%, Rab9 prom act 0%, VP16 counter -3%, BRCA1 expr up -9%, RORgamma inh 6%, MBNL1 CUG block -2%, uPA generation 10%, ELG1 genotoxic 1% and NPC1 prom act -3%.
For O=c1c2ccccc2[nH]c(=S)n1C1CCCCC1 the results were CXXC DNA block 6%, FLuc modulator 2%, p53 reactivator -29%, Rab9 prom act 0%, VP16 counter 2.8µM*, BRCA1 expr up -37%, RORgamma inh 0.89µM*, MBNL1 CUG block -6%, uPA generation -2%, ELG1 genotoxic 4% and NPC1 prom act 0%.
`Cc1cccc(C(=O)N[C@@H](C)C(=O)N2CCN(c3ncccn3)CC2)c1` gave FLuc modulator 1%, p53 reactivator 0%, Rab9 prom act 2%, BRCA1 expr up -7%, uPA generation -13%, ELG1 genotoxic 2% and NPC1 prom act 2%.
`Nc1sc2c(c1C(=O)c1ccccc1)CCCC2` gave CXXC DNA block 4%, FLuc modulator 4%, p53 reactivator 20%, Rab9 prom act -9%, VP16 counter -9%, BRCA1 expr up -19%, RORgamma inh -20%, MBNL1 CUG block -3%, uPA generation 5%, ELG1 genotoxic 0% and NPC1 prom act -5%.
For Cc1ccc(OCC(=O)N2CCN(c3ccc([N+](=O)[O-])c(N4CCOCC4)c3)CC2)cc1 the results were CXXC DNA block 6%, FLuc modulator -2%, p53 reactivator -10%, Rab9 prom act -4%, VP16 counter -1%, BRCA1 expr up 18%, RORgamma inh 6%, MBNL1 CUG block inconclusive, uPA generation -13%, ELG1 genotoxic -1% and NPC1 prom act 1%.
O=C(O)c1ccc(Cn2cc(C(F)(F)F)ccc2=O)cc1 was read as CXXC DNA block 1%, FLuc modulator 0%, p53 reactivator 10%, Rab9 prom act 3%, VP16 counter 8%, BRCA1 expr up -9%, RORgamma inh -5%, MBNL1 CUG block -2%, uPA generation -9%, ELG1 genotoxic -1% and NPC1 prom act -2%.
For CC1CCN(S(=O)(=O)c2ccc(NC(=O)CN3CCN(C)CC3)cc2)CC1 the results were CXXC DNA block 5%, FLuc modulator -1%, p53 reactivator 2%, Rab9 prom act -1%, VP16 counter 3%, BRCA1 expr up -22%, RORgamma inh inconclusive, MBNL1 CUG block -11%, ELG1 genotoxic -1% and NPC1 prom act -4%.
Screening COc1ccc(C(=O)N2CCc3cc(OC)c(OC)cc3C2c2cccc([N+](=O)[O-])c2)cc1 (configuration not stated) returned CXXC DNA block inconclusive, FLuc modulator -4%, p53 reactivator -3%, Rab9 prom act -5%, VP16 counter 1%, RORgamma inh -19%, MBNL1 CUG block inconclusive, ELG1 genotoxic 0% and NPC1 prom act -6%.
For COc1ccc2[nH]c3c(=O)n(CCCCCC(=O)NCCC(C)C)c(=S)[nH]c3c2c1 the results were CXXC DNA block 7%, FLuc modulator -2%, p53 reactivator -1%, Rab9 prom act -4%, VP16 counter 3%, BRCA1 expr up 1%, RORgamma inh 0%, MBNL1 CUG block 6%, uPA generation 4%, ELG1 genotoxic -6% and NPC1 prom act -3%.
`CC(C)c1nnc(NC(=O)c2nc(S(=O)(=O)Cc3ccccc3F)ncc2Cl)s1` gave CXXC DNA block -10%, FLuc modulator 1%, p53 reactivator -14%, Rab9 prom act -52%[inhibitor], VP16 counter 3.5µM*, BRCA1 expr up -51%, RORgamma inh 7.9µM*, MBNL1 CUG block 15%, uPA generation inconclusive, ELG1 genotoxic -5% and NPC1 prom act -44%[inhibitor].
Screening N#C/C(=C\c1ccncc1)c1nc2ccccc2o1 returned CXXC DNA block -1%, FLuc modulator -17%, p53 reactivator 3%, Rab9 prom act 11%, VP16 counter inconclusive, BRCA1 expr up -7%, RORgamma inh -1%, MBNL1 CUG block inconclusive, uPA generation -8%, ELG1 genotoxic 3% and NPC1 prom act 0%.

Not all compounds are listed, so the mix of outcomes need not match the whole.
